# PGK inhibitor: blocks T. brucei phosphoglycerate kinase; AID 602233; PGK/GAPDH coupled, Kinase-Glo luminescence, 60 min; P07378; Potency, µM (series often up to 57.5 µM), without a hit: at the top dose activity change, negative = inhibition, most hits filed as inhibitors; 380,000 compounds, 0.043% hits; note: potency is the fitted concentration of half-maximal effect; % is set by controls: 0 for no effect and ±100 for the full control effect; nearly all actives have a fitted effect of over 60% in size
#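 Luminescent ATP detection (Kinase-Glo Plus) follows a 60-minute room-temperature incubation, with wells lacking PGK as controls. Buffer: 100 mM TEA (pH 7.6), 5 mM MgCl2, 0.01% Tween-20. Coupling enzyme GAPDH (100 nM final) supplies unstable 1,3-BPG in-well.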
# BLM helicase inh: inhibitors of human Bloom syndrome helicase BLM; Potency, µM (doses to about 56.1 µM), inactives show at the top dose activity change, negative = inhibition, actives largely listed as inhibitors; 350,000 compounds, 0.2% hits; P54132; recombinant BLM DNA unwinding, fluorescence dequenching;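 note: potency is the fitted concentration of half-maximal effect; plate controls were vehicle for no effect and no enzyme for full effect; nearly all actives have a fitted effect of over 35% in size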
# RXFP1 antag: blocks the human relaxin receptor RXFP1; activity change, negative = inhibition, % at 57.5 µM; HEK293-RXFP1, relaxin-stimulated cAMP HTRF, 30 min; hits give low values; AID 1259400; Q9HBX9; 350,000 compounds, 0.59% hits;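 active = activity change of -60% or lower, but not beyond a set lower limit; inconclusive = change between -60% and -40%, or beyond the set limit; inactive = change above -40%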; note: % is set by controls: 0 for no effect and ±100 for the full control effect
# Target sequence (Q9HBX9 whole entry, looked up): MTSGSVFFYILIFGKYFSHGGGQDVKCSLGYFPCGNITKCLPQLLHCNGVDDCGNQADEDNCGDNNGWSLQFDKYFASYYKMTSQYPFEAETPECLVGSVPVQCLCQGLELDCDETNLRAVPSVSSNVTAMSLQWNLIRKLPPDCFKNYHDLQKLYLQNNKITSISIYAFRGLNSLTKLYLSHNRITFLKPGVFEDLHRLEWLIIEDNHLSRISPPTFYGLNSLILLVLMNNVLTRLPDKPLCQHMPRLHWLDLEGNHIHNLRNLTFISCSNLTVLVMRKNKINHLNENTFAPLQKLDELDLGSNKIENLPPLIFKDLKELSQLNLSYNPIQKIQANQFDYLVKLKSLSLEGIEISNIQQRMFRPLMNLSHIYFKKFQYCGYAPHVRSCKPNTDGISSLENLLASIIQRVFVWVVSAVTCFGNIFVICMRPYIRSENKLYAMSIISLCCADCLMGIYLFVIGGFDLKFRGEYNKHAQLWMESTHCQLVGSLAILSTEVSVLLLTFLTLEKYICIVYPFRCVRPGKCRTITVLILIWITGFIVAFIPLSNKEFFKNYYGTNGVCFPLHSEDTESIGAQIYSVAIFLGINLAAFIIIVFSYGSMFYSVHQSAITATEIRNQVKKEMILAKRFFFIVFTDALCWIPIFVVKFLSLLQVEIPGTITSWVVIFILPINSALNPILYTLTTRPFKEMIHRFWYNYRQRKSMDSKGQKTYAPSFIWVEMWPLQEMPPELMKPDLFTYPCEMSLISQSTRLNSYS
# Pol kappa inh: DNA polymerase kappa (human) inhibition; purified Pol kappa, fluorescent DNA synthesis assay, 10 min; Q9UBT6; Potency, µM (series often up to 107 µM), for the others: top-dose activity, negative = inhibition, usual class: inhibitors; 400,000 compounds, 0.53% hits; note: potency is the fitted concentration of half-maximal effect; % is set by controls: 0 for no effect and ±100 for the full control effect
#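 10 nM Pol kappa preincubated 15 min at room temperature with compounds, then reaction started with substrate at 50 nM final. Fluorescence read kinetically at 0 and 10 min; buffer-only wells served as negative control.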
# Pol iota inh: blocks human DNA polymerase iota activity | Q9UNA4 | Pol iota fluorescent replication assay, 10 min | Potency, µM (highest dose often 115 µM), for the others: at the top dose activity, negative = inhibition, hits mostly inhibitors | 390,000 compounds, 1% hits; note: potency is the fitted concentration of half-maximal effect
#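 Pol iota at 10 nM preincubated 15 min with compounds at room temperature; reaction started with fluorescent substrate, 50 nM final. Fluorescence read kinetically at 0 and 10 min; buffer-only wells as negative control.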
# POLH inh: DNA polymerase eta (human) inhibition | AID 588591 | Q9Y253 | recombinant Pol eta, fluorescent DNA replication assay | Potency, µM (highest dose often 114 µM), for the others: at the top dose activity change, negative = inhibition, usual class: inhibitors | 390,000 compounds, 1.2% hits; note: potency is the fitted concentration of half-maximal effect; % is set by controls: 0 for no effect and ±100 for the full control effect
#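 Fluorescent replication assay: 50 nM final substrate added after a 15 min room-temperature compound preincubation with 10 nM enzyme. Signal taken at 0 min and again at 10 min.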
# Anesthetic bind: candidate novel general anesthetic via apoferritin binding | Potency, µM (doses to about 77.5 µM), inactives show at the highest dose activity change, negative = displacement, hits mostly inhibitors | AID 485281 | P02791 | 350,000 compounds, 0.074% hits | apoferritin/1-aminoanthracene competitive binding, fluorescence; note: potency is the fitted concentration of half-maximal effect; % is set by controls: 0 for no effect and ±100 for the full control effect; nearly all actives have a fitted effect of over 20% in size
#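 10 uM apoferritin + 50% sat. 1-AMA, PBS; cpd 10 min RT; Ex380/Em535 endpoint; normalized to free probe vs complex; 4-param Hill fit; propofol titration as pos. ctrl.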
# APEX1 inh: APE1 (human) endonuclease inhibition | recombinant APE1, TAMRA/BHQ-2 abasic DNA cleavage fluorescence | 350,000 compounds, 0.35% hits | Potency, µM (highest dose often 65.8 µM), inactives show at the top dose activity change, negative = inhibition, most hits filed as inhibitors | AID 2517;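 note: potency is the fitted concentration of half-maximal effect; plate controls were vehicle for no effect and reference inhibitor for full effect; nearly all actives have a fitted effect of over 55% in size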
# Target sequence (P27695 whole entry, looked up): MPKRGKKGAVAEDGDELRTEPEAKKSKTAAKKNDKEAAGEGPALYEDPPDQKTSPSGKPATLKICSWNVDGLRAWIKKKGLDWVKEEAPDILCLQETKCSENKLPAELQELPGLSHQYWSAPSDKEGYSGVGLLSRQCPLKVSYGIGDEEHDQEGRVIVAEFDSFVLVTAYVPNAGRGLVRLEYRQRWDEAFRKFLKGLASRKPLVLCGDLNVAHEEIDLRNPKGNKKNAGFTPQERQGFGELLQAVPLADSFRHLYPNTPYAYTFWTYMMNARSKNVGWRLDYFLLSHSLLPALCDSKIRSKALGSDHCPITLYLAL
#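 Incision of a quenched TAMRA/BHQ-2 THF abasic-site duplex (50 nM) by 0.75 nM APE1, after 15 min compound preincubation, measured as fluorescence increase over three 60 s reads. Values normalized to buffer, DMSO and NSC13755 control wells.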
# Pol beta inh: DNA polymerase beta (human) inhibition | AID 485314 | 340,000 compounds, 1.3% hits | Pol beta primer extension/strand displacement, fluorescence kinetic | Potency, µM (series often up to 114 µM), without a hit: at the highest dose activity change, negative = inhibition, most hits filed as inhibitors | P06746; note: potency is the fitted concentration of half-maximal effect; % is set by controls: 0 for no effect and ±100 for the full control effect
#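 Kinetic readout of DNA synthesis with strand displacement by Pol beta. Compound and 10 nM enzyme sit 15 min at room temperature; 50 nM substrate starts the reaction, read immediately and at 10 min.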
# Numbers without * were called inactive; i = inactive; ? = inconclusive; . = no result given; & = joins results of further samples; [ ] = another dose, or the depositor's remark. Unless noted, calls come from the whole dose curve; as a rule, active = well fitted curve in the direction sought with a large enough effect; inconclusive = small, poorly fitted or top-dose-only effect, or another doubt; inactive = no such curve, though single readings can be large; an effect the other way counts as inactive or inconclusive.
SMILES,PGK inhibitor,BLM helicase inh,RXFP1 antag,Pol kappa inh,Pol iota inh,POLH inh,Anesthetic bind,APEX1 inh,Pol beta inh
Cc1ccc(S(=O)(=O)N2CCN(CC(=O)NC(C)c3ccccc3)CC2)cc1 (stereo not given),-7%,.,6,5%,6%,-7%,.,9%,.
COc1cccc(OC(=O)N2CCOCC2)c1,i,-1%,0,-6%,6%,-4%,-6%,4%,3%
CCOC(=O)N1CCC(NC(=O)c2ccc(NC(=O)C3CCCO3)cc2)CC1 (stereo not given),-7%,-6%,-1,-18%,78%[activator],-4%,-7%,1%,27%
O=C(Nc1nnc(C2CC2)s1)C1Cc2ccccc2CN1C(=O)c1ccco1 (stereo not given),-10%,-23%,-2,-46%,28µM*,?,-18%,-7%,7.9µM*
CCc1c(C(=O)Nc2ccncc2)csc1C,i,0%,-21,0%,-1%,-6%,-1%,-1%,-22%
Cc1nn(Cc2nnc(SCC(=O)Nc3ccc(Cl)cc3)n2C)c(C)c1[N+](=O)[O-],4%,-1%,16,-9%,130%[activator],-9%,-8%,?,41%
Cc1cccc(C(=O)OCC(=O)N(C)C(c2ccccc2)c2ccccc2)c1[N+](=O)[O-],-2%,.,6,-4%,14%,-10%,.,4%,.
COc1ccc(/C=C(\NC(=O)c2ccc([N+](=O)[O-])cc2)C(=O)N2CCOCC2)cc1,i,-1%,9,-6%,12%,-13%,-12%,3%,0%
O=C(NCc1ccccc1)C1C2C=CC3(CN(Cc4cccnc4)C(=O)C13)O2 (stereo not given),3%,2%,-10,-6%,16%,-18%,-3%,-7%,29%
COc1ccc(S(=O)(=O)Nc2nncs2)cc1,3%,5%,8,-10%,5%,0%,6%,5%,16%
CCCCc1nnc(NC(=O)CSCc2cc(=O)n3c(C)csc3n2)s1,-2%,0%,-26,-8%,37%[activator],1%,2%,20%,-1%
Cc1c2cnn(-c3ccccc3)c(=O)c2c(C)n1C(C)C(=O)NCc1cccc(Br)c1 (stereo not given),-1%,-8%,-38,-7%,-1%,3%,4%,.,19%
COc1ccc(CNC(=O)[C@H](C)NC(=O)C2CCN(C(=O)[C@@H](N)Cc3ccccc3)CC2)cc1,10%,0%,.,-11%,4%,-14%,-10%,1%,-17%
CCOc1ccc(CCNC(=O)c2cnc3sc(N4CCCCCC4)nn3c2=O)cc1,-2%,1%,-13,-1%,89µM*,-12%,-14%,.,-9%
CCSC(=Nc1ccccc1)Nc1ccccc1,-4%,-6%,2,1%,12%,-17%,?,-1%,3%
Oc1c(Br)cc(Br)cc1CNc1nccs1,-11%,-1%,-25,1%,9%,-1%,-7%,22%,12%
O=C(NNC(=O)C1CC=CCC1)c1ccccc1O (stereo not given),-1%,-2%,3,10%,-26%,-11%,2%,19%,1%
CCCCn1nnnc1NCc1cc(OC)c(OC)cc1OC,-5%,-1%,-8,2%,1%[58.9 µM],-13%,-6%,-5%,1%
CCOC(=O)N1CCC(NC(=O)c2ccc(CO)c(C(=O)NC3CCN(C(=O)OCC)CC3)c2)CC1,i,-5%,-8,2%,12%,-3%,-4%,-2%,8%
O=C(COC(=O)c1ccc(Br)o1)NC1CCCCC1,-5%,-5%,-20,-9%,29%,-8%,?,5%,24%
CCn1ncc(/C=N/NS(=O)(=O)c2ccc(Cl)cc2)c1C,-2%,-1%,2,-16%,-12%,1%,-8%,0%,-21%
COc1cccc(OCc2nc3ccccc3c(=O)n2N)c1,-3%,2%,-1,2%,-17%[58.9 µM],4%,5%,3%,9%
COc1ccc(OC)c2c1cc(C(=O)N[C@H](C(=O)N1CCC[C@H]1C(=O)O)C(C)C)n2C,-8%,-7%,.,-6%,23%,-11%,-7%,1%,55%
COc1ccccc1OCC(=O)N1CCC2(CC1)CC(=O)c1ccccc1O2,-2%,.,0,-21%,36%[activator],-11%,.,0%,.
O=P1(O)OP(=O)(O)OP(=O)(O)O1.[Al],.,1%,.,17%[60.1 µM],.,.,2%,-3%,.

# 2 successive entries from above, for reference:
SMILES,PGK inhibitor,BLM helicase inh,RXFP1 antag,Pol kappa inh,Pol iota inh,POLH inh,Anesthetic bind,APEX1 inh,Pol beta inh
Cc1ccc(S(=O)(=O)N2CCN(CC(=O)NC(C)c3ccccc3)CC2)cc1 (stereo not given),-7%,.,6,5%,6%,-7%,.,9%,.
COc1cccc(OC(=O)N2CCOCC2)c1,i,-1%,0,-6%,6%,-4%,-6%,4%,3%

# Continuation:
SMILES,PGK inhibitor,BLM helicase inh,RXFP1 antag,Pol kappa inh,Pol iota inh,POLH inh,Anesthetic bind,APEX1 inh,Pol beta inh
Cc1cc(C(=O)N2CCCC(CNS(=O)(=O)c3cccs3)C2)nn1C (stereo not given),-7%,3%,1,-9%,159%[activator],-15%,-4%,1%,-13%
COc1ccc(CCC(C)NCc2ccccc2OC)cc1 (stereo not given),i,6%,-16,1%,-12%,-6%,-7%,21%,22%
Cc1ccc(NC(=O)C2CCCN(S(=O)(=O)c3cccc4cccnc34)C2)cc1 (stereo not given),-1%&1%,-1%&-7%,?,-4%&-21%,?,-12%&-25%,?,20%,-23%&-3%
COc1ccccc1NC(=O)Cn1c(=O)n(Cc2cccs2)c(=O)c2cccnc21,5%,-9%,.,7%,12%,-16%,?,.,-9%
Cc1ccc(NC(=O)COc2cccnc2[N+](=O)[O-])cc1S(=O)(=O)N1CCCCC1,6%,-4%,9,-12%,-3%,-16%,?,-6%,?
O=C(CN1C(=O)S/C(=C\c2ccc(F)cc2)C1=O)NC1C=CS(=O)(=O)C1 (stereo not given),3%,-12%,12,-5%,-1%,-4%,5%,-17%,18%
Cc1nn(-c2ccc(F)cc2)c(Cl)c1/C=C/C(=O)OCC(=O)Nc1ccc(F)cc1F,-3%,1%,24,-9%,17%,-10%,1%,2%,8%[57.1 µM]
CC(C)c1ccc(NC2CCCN(C(=O)CCn3cnnn3)C2)cc1 (stereo not given),3%,-8%,2,-11%,25%,-5%,-11%,-14%,24%
Cc1cc(S(=O)(=O)NC2CC(C)(C)NC(C)(C)C2)c(Cl)cc1Cl,i,-3%,-16,-6%,55%[activator],-7%,-10%,49%[activator],14%
CS(=O)(=O)ON=C1CCN(S(=O)(=O)c2ccccc2)CC1,0%,3%,2,7%,12%,-21%,0%,1%,26%
COc1cccc(C(=O)Nc2ccc(NC(C)=O)cc2)c1,-4%,-1%,-11,1%,11%,-11%,-7%,-1%,5%
CC(=O)Cc1nsc(NC(=O)c2c(-c3ccccc3Cl)noc2C)n1,.,-2%,-24,3%,?,-3%,-8%,-3%,-10%
O=C(NCC(=O)N1CC=C(c2ccccc2)CC1)c1ccc(OC(F)F)cc1,-4%,.,3,-5%,-7%,0%,.,11%,.
CCOc1cc(CNn2cnnc2)cc(Cl)c1OCC(=O)NC(C)(C)C,-3%,1%,1,-12%,25%,-3%,-7%,27%,-23%
Cc1ccccc1C(=O)c1ccc2c(c1)n(C)c(=O)n2C,-4%,-6%,-4,-4%,-28%,-2%,-20%,-2%,1%
CCc1ccc(NC(=O)Cn2c(=O)n(CCCCC(=O)NCc3ccccc3Cl)c(=O)c3ccccc32)cc1,3%,-2%,.,3%,-10%,-5%,-8%,.,-2%
C/C(=N\NC(=O)CNc1cccc(Cl)c1C)c1cccs1,0%,-2%,22,-1%,10%,0%,-14%,2%,45%
CNC(=O)CN1C(=O)COc2ccc(S(=O)(=O)N3CCCCCC3)cc21,3%&-3%,0%&1%,18,6%&-3%,1%&-10%,-17%&4%,-5%&-19%,16%,88%&13%
CC1CCCCN1C(=S)Nc1ccc2nc3n(c(=O)c2c1)CCCCC3 (stereo not given),-1%,-2%,-5,-15%,12%,-16%,-17%,4%,2%
CN1CCN(c2ccc(CNS(=O)(=O)Cc3cccc(C(F)(F)F)c3)cc2)CC1,-8%,-5%,-2,9%,-2%,-16%,-2%,2%,14%
COc1ccc(C(C)=O)c(OC(=O)c2ccco2)c1,13%,-1%,-7,-3%,8%,6%,-8%,5%,17%
COc1ccc(/C=C/C(=O)NCCCc2ccccc2)cc1OC,-8%,1%,8,-18%,16%,-15%,4%,1%,7%
COc1ccc(NC(=O)C2C(c3ccccc3)C2(Cl)Cl)cc1 (stereo not given),-11%,-11%,-25,1%,-15%,-26%,-18%,0%,4%
Cc1nc(CCN2C(=O)c3ccccc3C2=O)n[nH]1,9%,-10%,0,-7%,23%,-9%,-10%,-5%,35%
COc1cc(/C=N/NC(=O)c2cc3c(ccc4ccccc43)o2)cc(OC)c1O,.,-13%,.,.,.,.,?,?,-18%

# (next part)
SMILES,PGK inhibitor,BLM helicase inh,RXFP1 antag,Pol kappa inh,Pol iota inh,POLH inh,Anesthetic bind,APEX1 inh,Pol beta inh
CCOC(=O)N1CCC2(CC1)OC(=O)C(C)=C2C(=O)NCc1cccc(OC)c1,-7%,-3%,-7,0%,2%,-12%,-20%,.,3%
C=CCn1c2ccccc2c2nnc(SCCN3CCCCC3)nc21,-6%,3%,4,-10%,?,-10%,-11%,5%,0%
Cc1ccnc(NC(=O)CN(C)S(=O)(=O)c2cccc3nsnc23)c1,-1%,-3%,-5,-9%,22%,-19%,-14%,2%,21%
COc1ccc(O)c(C(=O)CC(=O)c2cccnc2)c1,-10%,.,-1,9%,-16%,-18%,.,.,.
O=C(NCC(c1cccs1)N1CCOCC1)c1cc(-c2ccccn2)nc2ccccc12 (stereo not given),-3%,-3%,22,-14%,-4%,5%,4%,-9%,?
CCCCCSc1nnc(-c2ccc(Br)cc2)o1,.,-4%,-11,-5%,9%,.,-13%,.,-29%
COc1ccc(CCNC(=O)COc2ccc3c(C)cc(=O)oc3c2)cc1OC,-8%,-4%,0,-1%,18%,-11%,-11%,37%,-2%

# 2 records drawn at random from the list so far:
SMILES,PGK inhibitor,BLM helicase inh,RXFP1 antag,Pol kappa inh,Pol iota inh,POLH inh,Anesthetic bind,APEX1 inh,Pol beta inh
C=CCn1c2ccccc2c2nnc(SCCN3CCCCC3)nc21,-6%,3%,4,-10%,?,-10%,-11%,5%,0%
CCOC(=O)N1CCC2(CC1)OC(=O)C(C)=C2C(=O)NCc1cccc(OC)c1,-7%,-3%,-7,0%,2%,-12%,-20%,.,3%

# This is a subset (hit frequency here may not be typical).
